Screens: PubChem BioAssay, Southern Research Specialized Biocontainment Screening Center
tuberculosis growth = growth inhibition of non-replicating M. tuberculosis (AID 488890); Mycobacterium tuberculosis non-replicating, growth inhibition; higher % means a stronger effect; inhibition, % at 25 µM, or IC50 in µM where a hit was titrated; hit rate 0.39% among 320,000; in the data active = a potency from the dose series; inconclusive = inhibition mostly from about 82% at the one dose, without a potency; inactive = the rest, 99 in 100 with inhibition below about 76%;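 note: plate controls were DMSO cells for no effect and high antibiotic wells for full effect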
M. tuberculosis HTS = M. tuberculosis growth inhibition, HTS (AID 449762). M. tuberculosis H37Rv growth inhibition, 7H9 media; higher % means a stronger effect. one-dose inhibition, % at 25 µM; IC50 in µM for titrated hits. hit rate 0.59% among 330,000; in the data active = a potency from the dose series; inconclusive = inhibition above about 70% without an active follow-up result;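 note: bacterial growth assessed after seven days of incubation; strong numbers were not always called active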
inhibitors of VEEV = inhibitors of VEEV TC-83 cytopathic effect, confirmation, Vero cells (AID 588727). Vero cells, VEEV TC-83 cytopathic effect inhibition; higher % means a stronger effect. one-dose inhibition, % at 20 µM; IC50 in µM for titrated hits. hit rate 0.13% among 350,000; in the data active = a potency from the dose series; inconclusive = inhibition mostly from about 14% at the one dose, without a potency; inactive = the rest, 99 in 100 with inhibition below about 12%; note: strong numbers were not always called active
influenza NS1A = NS1A inhibition, H1N1 influenza, cell based functional assay (AID 504329); hit rate 0.3% among 340,000; inhibition, % at 12.5 µM; hits with a dose series show IC50 in µM; NS1A functional cell-based assay, percent inhibition; higher % means a stronger effect; in the data active = a potency from the dose series; inconclusive = inhibition above about 27% without an active follow-up result; note: strong numbers were not always called active
PhoP GFP inhibition = Inhibition of PhoP regulon, Salmonella typhi GFP reporter cells, confirmation, 4 h (AID 1850). inhibition, % at 50 µM, or IC50 in µM where a hit was titrated. hit rate 0.33% among 310,000. Salmonella Typhi PhoP-promoter GFP reporter, fluorescence, 4 h; higher % means a stronger effect; in the data active = a potency from the dose series; inconclusive = inhibition mostly from about 25% at the one dose, without a potency; inactive = the rest, 99 in 100 with inhibition below about 19%;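 note: 0% = induced wells with vehicle and 100% = uninduced wells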
inhibitors of VEEV 10K pilot screen = further read-out of inhibitors of VEEV, marked with its call; inhibition, %; measured here: 10K pilot screen inhibition
* hit, by the source's call; i = inactive; ? = inconclusive; / = not tested or not shown.

SMILES | tuberculosis growth | M. tuberculosis HTS | inhibitors of VEEV | influenza NS1A | PhoP GFP inhibition | others
O=C1N(C2CCCC2)C[C@@H]2C[C@@H](c3cccn3-c3ccccn3)N3CCC[C@@]123 | -8% | 2% | i | -6% | -10% | inhibitors of VEEV 10K pilot screen=0.2
Cn1c(=O)[nH]c2cc3ccccc3cc21 | 3% | -2% | 1.8% | 0% | -13%
Cc1ccc(-n2c(Cn3ncc4ccccc4c3=O)n[nH]c2=S)cc1 | 10% | -4% | 1.1% | -11% | -1%
CC1(C)NC(=O)N(CC(O)CN2C(=O)CCC2=O)C1=O (stereo unspecified) | -18% | 0% | 1.8% | -1% | -5%
COc1ccc(C)cc1S(=O)(=O)NCc1cccs1 | -6% | 1% | i | 8% | 3%
CC(C)c1ccc(S(=O)(=O)N2CCN(C(=O)C3CCCC3)CC2)cc1 | 36% | 13% | i | 7% | -2%
Nc1nc(=S)c2[nH]c(=S)[nH]c2[nH]1 | / | / | 3.3% | -8% | /
CCOc1ccccc1NC(=O)c1cc(S(=O)(=O)N2CCN(CC)CC2)ccc1Cl | 2% | 5% | 4.8% | -4% | -13%
NC(=O)C(c1ccccc1)c1ncc(C(F)(F)F)cc1Cl (stereo unspecified) | -15% | -1% | 2.8% | 4% | -6%
O=C(NC1CCN(Cc2ccc(Cl)cc2Cl)CC1)c1ccccc1 | 22% | -7% | 6.1% | -17% | -8%
Cc1ccccc1-c1nc(CN2CCC(C(=O)NCCCN3CC(C)CC(C)C3)CC2)c(C)o1 (stereo unspecified) | 17% | -16% | i | 2% | 6%
O=C(COC(=O)c1cc[n+]([O-])cc1)Nc1ccc([N+](=O)[O-])cc1Cl | -4% | 0% | 0.9% | -7% | 6%
COc1ccc(C2(CNC(=O)c3cc([N+](=O)[O-])cc([N+](=O)[O-])c3)CCCC2)cc1OC | ? | 55% | 5.4% | -1% | -10%
O=C(CN1C(=O)NC(Cc2ccccc2)(Cc2ccccc2)C1=O)NCC1CCCCC1 | 27% | -7% | i | -2% | -5%
COc1ccc(-c2c(C)nn3c(N)c(C#N)cnc23)cc1OC | 8% | -4% | 9.9% | 0% | 6%
Cc1ccc(S(=O)(=O)CCC(=O)c2cccc([N+](=O)[O-])c2)cc1 | ? | -7% | i | 17% | -1%
c1ccc(COc2ccccc2CNc2nn[nH]n2)cc1 | 48% | 11% | 0.1% | -5% | -6%
Cc1ccc2c(c1)C1CN(C)CCC1N2S(=O)(=O)c1ccccc1F (stereo unspecified) | -16% | -3% | 2.0% | 0% | /
COCCCNC(=O)c1ccc(CSCc2ccc(C)cc2)o1 | 73% | -1% | 0.7% | -11% | 5%
O=C(Cn1c(=O)n(-c2ccc(F)cc2)c(=O)c2sccc21)c1ccccc1 | -17% | 2% | i | 14% | -12%
Cc1ccc(NC(=O)OCCNC(=O)c2ccncc2)cc1 | 2% | -4% | i | 7% | -14%
CCOc1ccc(N/C=C/C(=O)c2ccc(OC)cc2)cc1 | 36% | ? | 1.5% | 0% | 0%
Cc1c(CN2CCC(C(=O)Nc3ccc(Oc4ccccc4)nc3)CC2)cnn1C | -1% | -3% | i | -4% | -5%
Cc1ccc2[nH]c3ccccc3c(=O)c2c1 | 18% | 2% | 0.9% | -15% | 1%
Cc1cnc(C(=O)N2CCCC(C(=O)c3ccc(C(C)(C)C)cc3)C2)cn1 (stereo unspecified) | 18% | 7% | i | -4% | 1%
CCOc1cc(C(=O)OCC(=O)Nc2ccc(Cl)cn2)ccc1OCC(=O)N1CCOCC1 | 2% | 4% | 1.6% | -3% | -5%
Cc1cc(NC(=O)c2cc(-c3ccc(Br)cc3)on2)no1 | 32% | 7% | 1.2% | 7% | 5%
COC(=O)c1ccc2ccn(CC(=O)NC(C)C)c2c1 | 12% | 10% | 0.2% | 6% | -5%
COCCNC(=O)Nc1ccc2nc(C)sc2c1 | 2% | -4% | 1.7% | 1% | 0%
O=C(NCCCCCCNC(=O)OCc1ccccc1)OCc1ccccc1 | / | / | 2.0% | -3% | /

Random excerpt: 5 records from the list
SMILES | tuberculosis growth | M. tuberculosis HTS | inhibitors of VEEV | influenza NS1A | PhoP GFP inhibition | others
CCOc1cc(C(=O)OCC(=O)Nc2ccc(Cl)cn2)ccc1OCC(=O)N1CCOCC1 | 2% | 4% | 1.6% | -3% | -5%
Cc1ccc(NC(=O)OCCNC(=O)c2ccncc2)cc1 | 2% | -4% | i | 7% | -14%
COCCNC(=O)Nc1ccc2nc(C)sc2c1 | 2% | -4% | 1.7% | 1% | 0%
O=C(Cn1c(=O)n(-c2ccc(F)cc2)c(=O)c2sccc21)c1ccccc1 | -17% | 2% | i | 14% | -12%
COC(=O)c1ccc2ccn(CC(=O)NC(C)C)c2c1 | 12% | 10% | 0.2% | 6% | -5%

Among those listed so far, four have an aryl methoxy group:
SMILES | tuberculosis growth | M. tuberculosis HTS | inhibitors of VEEV | influenza NS1A | PhoP GFP inhibition | others
COc1ccc(C)cc1S(=O)(=O)NCc1cccs1 | -6% | 1% | i | 8% | 3%
COc1ccc(C2(CNC(=O)c3cc([N+](=O)[O-])cc([N+](=O)[O-])c3)CCCC2)cc1OC | ? | 55% | 5.4% | -1% | -10%
COc1ccc(-c2c(C)nn3c(N)c(C#N)cnc23)cc1OC | 8% | -4% | 9.9% | 0% | 6%
CCOc1ccc(N/C=C/C(=O)c2ccc(OC)cc2)cc1 | 36% | ? | 1.5% | 0% | 0%

Next part:
SMILES | tuberculosis growth | M. tuberculosis HTS | inhibitors of VEEV | influenza NS1A | PhoP GFP inhibition | others
CC/C(=N\OC(=O)c1ccc(OC(C)C)cc1)c1ccc(C)cc1 | 73% | 49% | 1.3% | -2% | 11%
CN(C)c1nc(N(C)C)nc(N(C)C)n1 | 7% | -6% | 0.3% | 0% | -5%
Cc1ccc(OCCCC(=O)NC2CCCCC2)cc1 | 64% | -2% | 0.5% | -1% | 3%
COc1ccc(CNC(=O)COC(=O)c2ccc(S(=O)(=O)N3CCOCC3)cc2)cc1 | -1% | 1% | i | -8% | /
Oc1cccc2ccc(/C=C/c3ccccc3Cl)nc12 | ? | ? | i | -8% | 3%
C=CCn1c(SCc2c(Cl)cccc2Cl)nnc1-c1cccnc1 | -1% | -14% | 2.1% | 6% | 3%
O=C(Cn1cc(C(=O)c2ccccc2)c2ccccc21)NCc1ccco1 | -4% | -15% | i | 5% | -6%
O=C(Cc1cccc(NC(=O)C2CCCN(C(=O)CCc3ccccc3)C2)c1)Nc1ccc(C(=O)N2CCOCC2)cc1 (stereo unspecified) | / | / | i | -17% | /
COc1ccc(OC)c(/C=C/C(=O)N2CCCc3ccccc32)c1 | 60% | 30% | 7.6% | -2% | -2%
COc1ccc(CNC(=O)C2CCN(S(=O)(=O)c3ccccc3)CC2)cc1 | 13% | -6% | i | -1% | -7%
COc1ccc(Cl)cc1NC(=O)CCN1C(=O)C2C3CCC(C3)C2C1=O (stereo unspecified) | -5% | 0% | i | -7% | -11%
Cc1ccc(C2CC(c3ccc(F)cc3)Nc3nc(N)nn32)cc1 (stereo unspecified) | 1% | -17% | i | 7% | -15%
COc1ccc(C)cc1NC(=O)C(Sc1nnc(Nc2ccccc2F)s1)c1ccccc1 (stereo unspecified) | 17% | 12% | 4.0% | 23% | 4%
CCC1(C)NC(=O)N(/N=C/c2cc(OC)c(O)c(OC)c2)C1=O (stereo unspecified) | 6% | 0% | 0.1% | 3% | 0%
Cc1cc(C)cc(NC(=S)NCCc2ccc(S(N)(=O)=O)cc2)c1 | 65% | 1% | 0.5% | -6% | -4%
Cc1ccccc1NC(=O)c1ccc(C)c(S(=O)(=O)N2CCN(C)CC2)c1 | -9% | 2% | i | 0% | -1%
CCCC(=O)NC(=S)Nc1c(C)cc(Br)cc1C | ? | 1% | 1.7% | 0% | 11%
C/C(=N/NC(=O)c1cccc(N2CCCC2=O)c1)c1ccncc1 | -23% | -4% | 1.6% | 3% | 2%
O=C(O)[C@H](Cc1ccccc1)NC(=O)N1CCN(c2ccccc2)CC1 | -1% | 6% | 0.3% | 1% | 10%
O=C(NC1CCN(C(=O)Nc2ccc(F)cc2)CC1)c1cccc(F)c1 | 8% | -13% | i | -2% | -5%
CC(=O)Nc1ccc(C(=O)CSc2nnnn2C2CCCC2)cc1 | 32% | 2% | 0.8% | 9% | 1%
COc1ccc2[nH]cc(CCNS(=O)(=O)Cc3ccccc3)c2c1 | -2% | -10% | 4.7% | 0% | 9%
COc1cccc(C(=O)Nc2nc3ccc(S(C)(=O)=O)cc3s2)c1 | 9% | 31% | 6.2% | -11% | -9%
O=C(COC(=O)c1c(F)cccc1Cl)NC1CCCC1 | 11% | -9% | 1.5% | 1% | -11%
COc1ccc(N(CC(=O)NCc2cccs2)S(=O)(=O)c2c(C)nn(C)c2C)cc1 | 13% | -2% | 1.5% | -2% | -6%
O=C(O)CCC(=O)N1CCc2cc(S(=O)(=O)NCc3cccs3)ccc21 | 9% | -9% | i | 3% | -3%
O=C(CSc1ccc(Br)cc1)NCC(c1cccs1)N1CCOCC1 (stereo unspecified) | 28% | -1% | 6.2% | -13% | 2%
COc1ccc(NC(=S)N2CCN(C/C=C/c3ccccc3)CC2)c(OC)c1 | -17% | 7% | 1.3% | 9% | -9%
Cc1ccccc1S(=O)(=O)/N=C(/c1ccccc1)N(C)C | 4% | 2% | 0.8% | 4% | 1%
O=C1c2cc(O)c(O)cc2OC(c2ccc(O)c(O)c2)C1O (stereo unspecified) | / | / | 2.2% | -12% | /
O=C(CCNC(=O)c1ccccc1)NCCc1ccc(Cl)cc1 | -2% | 3% | 1.0% | -36% | 2%
CC(=O)N1CCc2c(sc(NC(=O)CN3C(=O)c4ccccc4C3=O)c2C(N)=O)C1 | / | -10% | 0.4% | 16% | /
O=C(CCc1ccccc1)Nc1nccs1 | -3% | 0% | 0.5% | -4% | 5%
COc1ccc(Cc2nnc(NC(=O)C(C)(C)C)s2)cc1 | -10% | -7% | 2.0% | 6% | -2%
CCCc1cc(=O)n2[nH]c(NC(=O)c3ccco3)nc2n1 | 2% | -6% | i | 2% | -10%
CC(NC1CCN(Cc2ccccc2)CC1)c1ccc(F)cc1 (stereo unspecified) | 17% | -6% | i | 0% | 0%
O=C(CSc1nc2c(cnn2-c2ccccc2)c(=O)[nH]1)NCC1CCCO1 (stereo unspecified) | -7% | -2% | 0.9% | -18% | /
CCOC(=O)c1ccc(S(=O)(=O)N2CCN(CC(O)COc3cccc(C(C)=O)c3)CC2)cc1 (stereo unspecified) | 2% | -4% | i | 21% | -2%
Nc1ncnc2c1C1(CCCCC1)Cc1ccccc1-2 | 1% | -3% | 5.0% | 0% | -8%
COc1cc(C(=O)NCc2ccncc2)cc(Br)c1OCc1ccccc1 | 6% | 60% | 0.9% | 10% | -1%
Cc1ccccc1OCCOC(=O)c1c(-c2ccccc2)noc1C | 76% | 42% | 4.4% | 0% | 6%
CCOC(=O)[C@@H]1CSCCS(=O)(=O)N1Cc1ccccc1Br | / | / | i | -4% | /
COC(=O)/C=C1/S/C(=N/N=C/c2ccc(N(C)C)cc2)NC1=O | -20% | -4% | / | / | -4%

Structures above that contain a tert-butyl group:
SMILES | tuberculosis growth | M. tuberculosis HTS | inhibitors of VEEV | influenza NS1A | PhoP GFP inhibition | others
Cc1cnc(C(=O)N2CCCC(C(=O)c3ccc(C(C)(C)C)cc3)C2)cn1 (stereo unspecified) | 18% | 7% | i | -4% | 1%
COc1ccc(Cc2nnc(NC(=O)C(C)(C)C)s2)cc1 | -10% | -7% | 2.0% | 6% | -2%

The order is random. Share with any hit: about 1.5%.
